PGC1a acetyl inh = modulators of PGC1a acetylation; U2OS PGC1a acetylation, AlphaScreen anti-acetyl-lysine; with virally co-expressed GCN5 acetyltransferase; inhibition, % at 15.6 µM; 0.17% of 350,000 active;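 active means every replicate shows inhibition of at least 40%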;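 further: 0% = neutral control wells and 100% = positive control wells; some results beyond the cut were filed as inactive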
ARNT-TACC3 inh = disruptors of human ARNT/TACC3 interaction; Q9Y6A5; AlphaScreen His-ARNT PAS-B/GST-TACC3 binding, luminescence; TACC3 fragment carries E629A point mutation; inhibition, % at 9.99 µM; 0.66% of 390,000 active; AID 623870;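 active means mean inhibition of replicates at least 50% and at least half of replicates each reaching 50%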;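 further: 0% = complete ARNT plus TACC3 wells and 100% = ARNT alone without TACC3; many hits fall short of the cut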
Statin myotox sup = suppression of simvastatin myotoxicity; C2C12 myotubes + simvastatin, ATP luminescence, 48 h; scaled: DMSO 0, geranylgeraniol control 100; AID 602340; 0.78% of 330,000 active; rescue of ATP level, % at 7.49 µM;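 active means mean ATP rescue above about 67%, or every replicate alone reaching that limit, limit read from the data, passing the limit was not always enough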;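 further: myotubes were challenged with 10 µM simvastatin during compound exposure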
PglD DTNB = inhibitors of Campylobacter jejuni PglD acetyltransferase | inhibition, % at 12.5 µM | 0.098% of 360,000 active | purified PglD enzyme, DTNB colorimetric CoA detection; in the data active means inhibition above about 16%, passing the limit was not always enough; further: strong numbers were not always called active
PAX8 reporter = PAX8 transcriptional activity inhibition; RMG-I TPO-luciferase reporter, SteadyGlo, 24 h; inhibition, % at 12.6 µM; 1.2% of 360,000 active; AID 652154;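 active means mean replicate inhibition at least 60% with every replicate also reaching 60%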;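 further: luciferase light reporting Pax8 driven TPO promoter activity; plate controls were median of neutral control wells for no effect and mitoxantrone controls for full effect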
GSIS activator = primary screen for activators of insulin secretion dependent on glucose, INS-1E cells, GLuc reporter luminescence | INS-1E GLuc reporter insulin secretion, 2-3 h | activation, % at 16.6 µM | AID 743287 | 0.61% of 370,000 active;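 active means lowest replicate activation of at least 40%, so every replicate reaches that level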;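 further: 0% = median of neutral control wells and 100% = median of IBMX positive control wells; some compounds called inactive have numbers as strong as hits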
Cneo AK release = Cryptococcus neoformans lysis via adenylate kinase release; C. neoformans lysis, adenylate kinase release luminescence, 4 h; normalised: neutral wells 0, clomiphene wells 100; lysis activity, % at 15 µM; AID 651654; 0.2% of 360,000 active;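 active means mean lysis activity across replicates of at least 80%, whatever share of replicates individually reach that level; inactive means mean lysis activity below 80%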
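Assay system: Cryptococcus neoformans yeast cells / Dosing: single-point compound dose / Timing: 4 h at 37 °C static, read 1 h later / Measured by: luminescence of released adenylate kinase using an AK detection reagent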
LGR2 inh = blocks bursicon-induced cAMP signaling via Drosophila LGR2. HEK293 LGR2, CRE-luciferase, bursicon-stimulated, 4 h. 0.35% of 380,000 active. AID 720647. inhibition, % at 9.99 µM;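 active means drop in luminescence signal, shown as inhibition above about 50% in the replicate tests, limit read from the data, passing the limit was not always enough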;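 further: agonist challenge used bursicon conditioned medium at about half maximal strength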
* marks the source's active call; other numbers are inactive results.

Screening CCCCn1c(N)c(N(CCOC)C(=O)c2ccc(S(=O)(=O)N3CCCCC3)cc2)c(=O)[nH]c1=O returned PGC1a acetyl inh -5, ARNT-TACC3 inh -5, Statin myotox sup 11, PglD DTNB 5, PAX8 reporter 8, GSIS activator 0, Cneo AK release 1 and LGR2 inh 22.
For CCN1C(=O)[C@H]2[C@@H](c3ccc(C(F)(F)F)cc3)N[C@]3(CCCN(Cc4ccccc4)C3=O)[C@H]2C1=O the results were PGC1a acetyl inh 2, Statin myotox sup 3, PglD DTNB -4, PAX8 reporter 2, Cneo AK release -1 and LGR2 inh -4.
For CC(C)CCNC(=O)C(c1ccncc1)N(C(=O)Cn1nnc(-c2ccc(F)cc2)n1)c1ccccc1F (stereo unspecified) the results were ARNT-TACC3 inh -1, PAX8 reporter 11, GSIS activator -9 and LGR2 inh 22.
`O=C(Nc1cccn(Cc2cccc(F)c2)c1=O)NC1CCCCC1` gave PGC1a acetyl inh 8, ARNT-TACC3 inh 11, PAX8 reporter 18, GSIS activator -9 and LGR2 inh 6.
`O=C1CCC2=C(CCCC2=O)N1` gave PGC1a acetyl inh 0, ARNT-TACC3 inh 3, PAX8 reporter -31, GSIS activator -1 and LGR2 inh 3.
COc1cc(/C=N/NC(=O)CNc2n[nH]c(=O)[nH]c2=O)ccc1O was read as PGC1a acetyl inh -1, ARNT-TACC3 inh 2, PglD DTNB 1, PAX8 reporter -2, GSIS activator -3 and LGR2 inh 9.
For O=C(COc1ccc(/C=N/NS(=O)(=O)c2ccccc2)cc1)N1CCOCC1 the results were PGC1a acetyl inh 2, ARNT-TACC3 inh -11, PAX8 reporter -7 and GSIS activator -16.
For CCOC(=O)Cn1c2c(c(-c3ccccc3OC)cc1=O)CCCC2 the results were PGC1a acetyl inh -4, ARNT-TACC3 inh -8, Statin myotox sup -14, PglD DTNB -2, GSIS activator -9, Cneo AK release -2 and LGR2 inh -3.
`CCOc1ccccc1NC(=O)Cn1nnc(C(=O)Nc2ccc(C)cc2)c1N` gave PGC1a acetyl inh 1, ARNT-TACC3 inh -3, Statin myotox sup -22, PglD DTNB 7 and Cneo AK release -12.
O=C(N[C@@H](Cc1ccccc1)C(=O)OCc1ccccc1)c1nc[nH]c1C(=O)NC(c1ccccc1)c1ccccc1 was read as ARNT-TACC3 inh 1, Statin myotox sup -3, PglD DTNB 3, PAX8 reporter 18, GSIS activator 7, Cneo AK release 0 and LGR2 inh 27.
Screening O=C1NN=C2CCCCCC12 (stereo unspecified) returned PGC1a acetyl inh 3, Statin myotox sup -5, PglD DTNB 1, PAX8 reporter 6, Cneo AK release 0 and LGR2 inh -8.
`CCC1=C2CC[C@H]3C(=O)NC(=O)[C@H]3[C@H]2[C@@]2(Cc3ccccc3)C(=NCC(=O)OC)OC(=O)N2C1=O` gave Statin myotox sup -4, PglD DTNB 5, PAX8 reporter -14, GSIS activator -1, Cneo AK release -3 and LGR2 inh 9.
Screening CN1C(=O)c2cc(NC(=O)Cc3cccs3)ccc2OC[C@@H]2O[C@@H](CC(=O)N[C@H]3CCN(Cc4ccccc4)C3)CC[C@H]21 returned ARNT-TACC3 inh -12, Statin myotox sup 0, PglD DTNB 5, PAX8 reporter 13, GSIS activator -1, Cneo AK release 0 and LGR2 inh 13.
`CNCC(=O)N1CCN(c2ncc(C(F)(F)F)cc2Cl)CC1` gave PGC1a acetyl inh -18, ARNT-TACC3 inh 1, PAX8 reporter 10, GSIS activator 8 and LGR2 inh 2.
Screening Cc1cc(C)n2nc(C(=O)NCc3ccco3)cc2n1 returned PGC1a acetyl inh -3, ARNT-TACC3 inh -3, PglD DTNB -4, PAX8 reporter 19, GSIS activator 7, Cneo AK release -3 and LGR2 inh -1.
Screening O=C(CC1C(=O)NCCN1Cc1ccc(-c2ccccc2)cc1)NCc1ccncc1 (stereo unspecified) returned ARNT-TACC3 inh 1, PAX8 reporter -1, GSIS activator 4 and LGR2 inh 6.
Screening O=C(C1CC1)N1CC(=O)N2[C@H](CO)[C@@H](c3ccc(C#CCc4ccccc4)cc3)[C@@H]2C1 returned PGC1a acetyl inh -9, PAX8 reporter 4, GSIS activator -9 and LGR2 inh 3.
For Cc1ccc(CN2CCN(/N=C/C(Br)=C\c3ccccc3)CC2)cc1 the results were PGC1a acetyl inh -12, PglD DTNB 4, PAX8 reporter 24, GSIS activator -24, Cneo AK release 0 and LGR2 inh -3.
For O=C(COc1ccc2c(c1)oc(=O)c1ccccc12)NCCN1CCOCC1 the results were PGC1a acetyl inh -12, ARNT-TACC3 inh 9, Statin myotox sup 4, PglD DTNB 6, PAX8 reporter -19, GSIS activator 10, Cneo AK release 5 and LGR2 inh -9.
For CC(NC(=O)C(C)N1CCN(Cc2ccccc2)CC1)c1ccccc1 (stereo unspecified) the results were ARNT-TACC3 inh -8, Statin myotox sup 0, PglD DTNB 1, PAX8 reporter 10, GSIS activator 3, Cneo AK release 1 and LGR2 inh 8.
For N#CC(=C1C=C(Br)C(=NO)C=C1Cl)c1cccc2ccccc12 the results were PGC1a acetyl inh -9, Statin myotox sup 9, PglD DTNB -1, PAX8 reporter 19, GSIS activator -20, Cneo AK release 3 and LGR2 inh 13.
Cc1ccc(S(=O)(=O)N[C@H]2CC[C@@H](CC(=O)O)O[C@@H]2CO)cc1 was read as PGC1a acetyl inh -5, ARNT-TACC3 inh 28, Statin myotox sup 22, PglD DTNB 1, PAX8 reporter -4, GSIS activator 6, Cneo AK release 1 and LGR2 inh -5.
Screening CNC(=S)N(CCCN(C)C)Cc1cc2cc3c(cc2[nH]c1=O)OCCO3 returned PGC1a acetyl inh -5, ARNT-TACC3 inh -9, Statin myotox sup -9, PglD DTNB 3, PAX8 reporter -2, GSIS activator 6, Cneo AK release -1 and LGR2 inh -4.
Screening C[C@@H]1CN([C@H](C)CO)C(=O)Cc2cc(NC(=O)CCN3CCOCC3)ccc2O[C@H]1CN(C)S(=O)(=O)c1cccs1 returned PGC1a acetyl inh -2, Statin myotox sup -17, PglD DTNB -1, PAX8 reporter -15, GSIS activator -1, Cneo AK release 0 and LGR2 inh 2.

Three records drawn at random from the list so far, as already listed:
For O=C(COc1ccc(/C=N/NS(=O)(=O)c2ccccc2)cc1)N1CCOCC1 the results were PGC1a acetyl inh 2, ARNT-TACC3 inh -11, PAX8 reporter -7 and GSIS activator -16.
For CC(C)CCNC(=O)C(c1ccncc1)N(C(=O)Cn1nnc(-c2ccc(F)cc2)n1)c1ccccc1F (stereo unspecified) the results were ARNT-TACC3 inh -1, PAX8 reporter 11, GSIS activator -9 and LGR2 inh 22.
Screening O=C(C1CC1)N1CC(=O)N2[C@H](CO)[C@@H](c3ccc(C#CCc4ccccc4)cc3)[C@@H]2C1 returned PGC1a acetyl inh -9, PAX8 reporter 4, GSIS activator -9 and LGR2 inh 3.

Carrying on.
Screening Cc1c(C(=O)N2CCOCC2)c(S(=O)(=O)N2CCN(c3ccc(Cl)cc3)CC2)c(C)n1C returned PGC1a acetyl inh 3, ARNT-TACC3 inh -1, Statin myotox sup 1, PglD DTNB 4, PAX8 reporter 18, Cneo AK release -1 and LGR2 inh 6.
For Cc1ccc(NC(=O)CCNS(=O)(=O)c2ccc(Br)cc2)cc1S(=O)(=O)N1CCOCC1 the results were ARNT-TACC3 inh 3, Statin myotox sup 10, PglD DTNB 2, PAX8 reporter -6, GSIS activator -11, Cneo AK release 3 and LGR2 inh -15.
`O=C(CCSc1nnc(-c2ccco2)o1)Nc1ccc(F)cc1` gave ARNT-TACC3 inh 9, PAX8 reporter -13, GSIS activator 1 and LGR2 inh -34.
`CCCC#Cc1cnc2c(c1)C(=O)N([C@H](C)CO)C[C@@H](C)[C@H](CN(C)C(=O)c1cccc(F)c1)O2` gave PGC1a acetyl inh 9, ARNT-TACC3 inh -7, Statin myotox sup -4, PglD DTNB 0, PAX8 reporter -8, GSIS activator 6, Cneo AK release 0 and LGR2 inh -20.
Screening CCCCN(C)CCCNC(=O)c1cn(CC)c2ccc(S(=O)(=O)N3CCc4ccccc4C3)cc2c1=O returned ARNT-TACC3 inh 0, PAX8 reporter 17, GSIS activator 17 and LGR2 inh 8.
O=C(NC1CCCC1)C(c1cccnc1)N(C(=O)c1csnn1)c1ccccc1 (stereo unspecified) was read as PGC1a acetyl inh 2, Statin myotox sup 1, PglD DTNB 1, PAX8 reporter 0, GSIS activator 2, Cneo AK release 0 and LGR2 inh 6.
Screening COc1ccc2c(c1)OC(=O)CC2c1cc(OC)c(OC)c(OC)c1 (stereo unspecified) returned PGC1a acetyl inh -10, ARNT-TACC3 inh 0, Statin myotox sup 3, PglD DTNB 1, PAX8 reporter -4, GSIS activator -20, Cneo AK release -1 and LGR2 inh 24.
O=[N+]([O-])c1ccc(N/N=C/c2ccc(O)c(O)c2O)c(S(=O)(=O)N2CCOCC2)c1 was read as PGC1a acetyl inh 9, ARNT-TACC3 inh 7, PAX8 reporter 36, GSIS activator -12 and LGR2 inh 22.
N#C[C@@H]1N[C@@H](CO)[C@@H]1c1ccc(C#Cc2ccccc2F)cc1 was read as PGC1a acetyl inh -22, ARNT-TACC3 inh -9, Statin myotox sup -29, PglD DTNB 2, PAX8 reporter -118, GSIS activator 1, Cneo AK release -3 and LGR2 inh -46.
`Cc1cc(C)nc(SCC(=O)NCc2ccco2)n1` gave PGC1a acetyl inh 13, ARNT-TACC3 inh -22, Statin myotox sup -2, PglD DTNB -2, GSIS activator 17, Cneo AK release 2 and LGR2 inh 17.
Screening CCOc1cc(CNc2ccc3c(c2)OCCO3)cc(Br)c1OCC(N)=O returned PGC1a acetyl inh -6, ARNT-TACC3 inh 10, Statin myotox sup 5, PglD DTNB -7 and Cneo AK release -1.
Cc1cccc(NS(=O)(=O)c2ccc(C(=O)N3CCC3)cc2)c1C was read as PGC1a acetyl inh -15, ARNT-TACC3 inh -9, Statin myotox sup 6, PglD DTNB 8, PAX8 reporter -6, GSIS activator 26, Cneo AK release 0 and LGR2 inh -7.
For S=C1SCN(Cc2cccs2)CN1Cc1cccs1 the results were PglD DTNB 8, PAX8 reporter -30, Cneo AK release 0 and LGR2 inh -3.
O=C(Nc1ccc2nn(-c3ccccc3)nc2c1)c1ccco1 was read as PGC1a acetyl inh -5, ARNT-TACC3 inh 1, Statin myotox sup -21, PglD DTNB 3 and Cneo AK release 1.
`C#CCOc1ccc(Cl)cc1/C=N/O` gave PGC1a acetyl inh 0, ARNT-TACC3 inh 1, Statin myotox sup -14, PglD DTNB -2, GSIS activator 2, Cneo AK release 1 and LGR2 inh 13.
Screening COc1cc(C2OC(=O)C3C(c4ccc(OC(C)=O)c(OC)c4)OC(=O)C23)ccc1OC(C)=O (stereo unspecified) returned ARNT-TACC3 inh -6, PAX8 reporter -3, GSIS activator -7 and LGR2 inh 4.
CC(C)N1C(=O)CCC1C(=O)N1CCN(c2ccccn2)CC1 (stereo unspecified) was read as PGC1a acetyl inh 11, ARNT-TACC3 inh -7, Statin myotox sup -7, PglD DTNB -4, PAX8 reporter -9, Cneo AK release 2 and LGR2 inh -10.
For CC(C)NC(=O)CCCn1cc([N+](=O)[O-])cn1 the results were PGC1a acetyl inh -2, ARNT-TACC3 inh -2, Statin myotox sup 8, PglD DTNB 0, PAX8 reporter 2, GSIS activator 4 and Cneo AK release -1.
Screening C[C@H]1CCCCO[C@H](CN(C)Cc2ccccc2)[C@@H](C)CN([C@@H](C)CO)C(=O)c2cc(NS(=O)(=O)c3ccc(F)cc3)ccc2O1 returned PGC1a acetyl inh -5, ARNT-TACC3 inh 2, PglD DTNB -1, PAX8 reporter 20, GSIS activator -10, Cneo AK release 1 and LGR2 inh 9.
Screening Cc1ccc(S(=O)(=O)N2CCOCC2)cc1NC(=O)c1cc(-c2ccccn2)nc2ccccc12 returned PGC1a acetyl inh -5, ARNT-TACC3 inh 0, Statin myotox sup -45, PglD DTNB 3, PAX8 reporter -9, GSIS activator -9, Cneo AK release 7 and LGR2 inh -3.

Screens: PubChem, Broad Institute
